hERG protect: shields human hERG channel from block by proarrhythmic agents; activation (rescue from dofetilide block), less the hit threshold, % at 10 µM; AID 1511; CHO-hERG, FluxOR thallium flux, dofetilide IC70 present; hit rate 0.51% among 310,000;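 active = activation above the mean of controls blocked by dofetilide plus 5 SD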;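 note: thallium influx through hERG after potassium depolarization seen as dye fluorescence rise; in these data hits start at about 4.7%; inactives centre near -7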
RGS4 block: human RGS4 inhibition. HEK293 M3R/RGS4 inducible, Fluo-4 calcium flux; active compounds read high; triggered by carbachol at its EC20. hit rate 0.45% among 310,000. B-score at 10 µM. P49798;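 active = B-score, a plate-corrected calcium signal, over three deviations above library mean, with baseline fluorescence within five deviations of library mean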;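 note: RGS4 expression induced by doxycycline in cells with stable M3 receptor; B-score is computed from the integrated fluorescence ratio over baseline after carbachol; higher B-score means a larger calcium signal and so more RGS4 inhibition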
Target sequence (P49798 whole entry, looked up): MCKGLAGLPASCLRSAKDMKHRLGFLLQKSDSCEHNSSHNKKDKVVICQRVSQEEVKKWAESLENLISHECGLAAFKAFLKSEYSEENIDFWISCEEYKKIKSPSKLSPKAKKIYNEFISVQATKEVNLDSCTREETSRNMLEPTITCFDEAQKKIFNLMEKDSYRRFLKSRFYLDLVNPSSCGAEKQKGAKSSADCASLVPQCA
PolyA inhibitor: blocks polyadenylation in yeast reporter cells; S. cerevisiae SKY197-pL101 polyadenylation reporter, beta-gal luminescence; efflux-impaired pdr1/pdr3 knockout yeast; score 100 = 6 SD above DMSO; calls only at 12 µM; hit rate 0.02% among 300,000; AID 1875;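 active = lowest replicate activity score at least 50, where 100 means six control SD above control mean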;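 note: yeast exposed to compound for 9 h at 30 °C; higher score means more reporter readthrough which indicates perturbed polyadenylation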
KCNQ1 pot: potentiates or activates the human KCNQ1 potassium channel | P51787 | AID 2648 | CHO-K1 KCNQ1, thallium flux FluxOR fluorescence; active compounds read high | hit rate 0.35% among 310,000 | B-score at 10 µM;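 active = fluorescence ratio B-score, a plate-corrected score, at least three library SD, with initial intensity B-score within 5 SD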
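assay system = CHO-K1 cells stably expressing KCNQ1 | medium = assay buffer, equal DMSO in all wells | timing = 37 °C overnight plating, 90-min dark dye load, 20-min compound pretreatment | measured by = kinetic FluxOR thallium fluorescence, 10-s 1-Hz baseline, 110-s post-stimulus read | measure = fluorescence change relative to baseline, converted to B score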
GSK3A inh: blocks human GSK-3 alpha kinase; ADP-Glo luminescence, 60 min; inhibition, % at 10 µM; hit rate 0.1% among 320,000; AID 2650;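 in the data active = inhibition above about 50%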;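 note: GST-tagged GSK-3 alpha with peptide substrate and 25 µM ATP; 0% = DMSO neutral wells and 100% = GW8510 positive control wells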
KCNK3 inh: human KCNK3 channel inhibition, primary screen; O14649; CHO-KCNK3 thallium flux, FluxOR fluorescence; active compounds read low; B-score at 10 µM; hit rate 0.84% among 340,000; AID 602410;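 active = B-score under library mean minus 4 SD, starting fluorescence ratio at most library mean plus 5 SD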;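 note: more negative B-score means stronger inhibition of thallium flux through KCNK3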
Target sequence (O14649 whole entry, looked up): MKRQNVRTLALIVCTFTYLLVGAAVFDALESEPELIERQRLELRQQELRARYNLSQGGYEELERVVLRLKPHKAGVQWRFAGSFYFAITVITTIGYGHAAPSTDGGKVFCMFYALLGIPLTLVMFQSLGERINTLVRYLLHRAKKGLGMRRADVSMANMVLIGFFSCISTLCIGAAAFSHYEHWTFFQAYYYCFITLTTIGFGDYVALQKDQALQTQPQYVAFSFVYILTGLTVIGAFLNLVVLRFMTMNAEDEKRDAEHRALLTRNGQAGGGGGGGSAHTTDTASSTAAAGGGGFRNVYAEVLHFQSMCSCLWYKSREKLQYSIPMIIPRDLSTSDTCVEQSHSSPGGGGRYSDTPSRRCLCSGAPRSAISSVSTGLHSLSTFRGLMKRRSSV
RGS4 pot: RGS4 potentiation or activation | B-score at 10 µM | AID 463111 | hit rate 0.92% among 310,000 | HEK293 M3R/inducible RGS4, carbachol calcium flux Fluo4; active compounds read low;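 active = B-score of the integrated calcium signal more than 4 SD below the library mean, with starting fluorescence not abnormally high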;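 note: negative B-score means reduced calcium response which marks RGS4 activation or potentiation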
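test system = M3R-expressing HEK293 line, RGS4 induced by doxycycline | probe or stimulus = carbachol at ECmax as muscarinic agonist stimulus | timing = dye loading 30 min 37 °C, buffer rest 30 min RT | signal = calcium dye Fluo4 fluorescence | evaluation = B score from integrated fluorescence ratio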
GSK3beta inhib: blocks human GSK3beta kinase activity; P49841; GST-GSK3beta kinase, ADP-Glo luminescence, 60 min; active compounds read low; activity score (negative = inhibition), % at 10 µM; hit rate 0.038% among 300,000;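 active = more than half of replicate wells score below -50%, meaning over 50% inhibition versus plate controls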;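 note: 0% = median DMSO wells and -100% = median GW8510 positive control wells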
Target sequence (P49841 whole entry, looked up): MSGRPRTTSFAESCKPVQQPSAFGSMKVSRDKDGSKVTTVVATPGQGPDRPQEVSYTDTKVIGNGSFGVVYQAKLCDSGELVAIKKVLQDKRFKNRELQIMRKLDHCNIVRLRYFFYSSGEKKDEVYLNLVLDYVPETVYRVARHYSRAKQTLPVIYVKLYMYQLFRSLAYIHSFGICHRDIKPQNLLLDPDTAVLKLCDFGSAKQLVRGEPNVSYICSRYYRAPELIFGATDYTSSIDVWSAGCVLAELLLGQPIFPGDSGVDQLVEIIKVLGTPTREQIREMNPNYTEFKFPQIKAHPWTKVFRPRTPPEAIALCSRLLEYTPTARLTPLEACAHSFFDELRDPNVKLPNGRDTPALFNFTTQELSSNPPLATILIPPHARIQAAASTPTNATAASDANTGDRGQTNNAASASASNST
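Assay system: GST-tagged human GSK3beta kinase, cell-free; Input: 1.6 ng GSK3beta; Medium: Tris/MgCl2 kinase buffer; Timing: 60 min enzyme reaction, room temperature; Signal: ADP-Glo luminescence quantifying ADP generated by kinase; Evaluation: score relative to plate controls; Benchmarks: DMSO neutral wells and GW8510 at 20 µM as positive.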
DYRK1A inh: Dyrk1A (rat) kinase inhibition; Q63470; ADP-Glo luminescence, NFATc1 peptide; inhibition, % at 12.5 µM; hit rate 0.43% among 310,000; in the data active = inhibition above about 50%;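 note: plate controls were vehicle with enzyme for no effect and no enzyme for full effect; many of its hits are not listed in these tables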
KCNK9 inh: inhibitors of human KCNK9 two-pore domain potassium channel | hit rate 1.2% among 310,000 | B-score at 10 µM | HEK293 KCNK9, FluxOR thallium flux fluorescence; active compounds read low | Q9NPC2;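 active = ratio B-score over 3 SD below the library mean, with starting fluorescence within 5 SD of its mean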;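 note: negative B-score means less thallium flux so channel inhibition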
KCNQ1 inh: blocks the human KCNQ1 potassium channel; P51787; CHO-K1 KCNQ1, FluxOR thallium flux fluorescence; active compounds read high; B-score at 10 µM; hit rate 1.3% among 310,000; AID 2642;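 active = compounds whose thallium flux B-score, printed positive for inhibition, exceeds three library SD while starting fluorescence stays within three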;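 note: channel opened by potassium depolarization with thallium stimulus after 20 min compound exposure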
* marks the source's active call; other numbers are inactive results; i = inactive; x = not tested or not shown. This is a subset. The share of hits here may be higher or lower than overall.

nr	Compound	DYRK1A inh	KCNQ1 pot	PolyA inhibitor	RGS4 block	GSK3A inh	RGS4 pot	KCNQ1 inh	KCNK3 inh	KCNK9 inh	hERG protect	GSK3beta inhib
1	O=C(NCCCc1ccccc1)c1cc(COc2ccc(F)cc2Cl)on1	x	i	i	i	0	i	6*	i	i	-8	1
2	O=C(NC1CCOCC1)C1CCC(=O)N(CCc2cccc(F)c2)C1 (configuration not stated)	-5	i	i	i	6	i	i	i	i	-4	0
3	COc1ccccc1Oc1ccc(N/C=C/C(=O)c2ccc(C)o2)cc1	-1	i	i	i	-1	i	i	i	i	-4	-2
4	CC(C)C(C)NC(=O)COc1ccc(S(=O)(=O)N2CCOCC2)cc1[N+](=O)[O-] (configuration not stated)	2	i	i	i	-2	i	i	i	i	-4	0
5	CNC(=O)c1csc(-c2ccc(C)cc2)n1	32	i	i	i	0	i	i	i	i	-7	-3
6	COc1ccccc1C(=O)Nc1ccc2c(c1)nc1n2CCN(Cc2ccccc2)C1	-2	i	x	i	-2	i	i	i	i	-23	0
7	COc1ccc(NC(=O)N[C@@H](CCSC)C(=O)O)cc1Cl	-2	i	i	i	0	i	i	i	i	-2	2
8	COc1cc(OC)cc(C(=O)NC(=S)Nc2ccc(Cl)c(C(=O)O)c2)c1	2	i	i	i	-2	i	i	i	i	-11	4
9	O=[N+]([O-])c1ccccc1N/N=C/c1c[nH]c2ccccc12	-6	i	i	i	0	i	i	i	i	-7	1
10	c1ccc(-c2nc(NCc3ccco3)c3ccccc3n2)nc1	2	i	i	i	-4	i	i	i	i	-8	3
11	NCCNC(=O)c1c(NC(=O)c2ccccc2)sc2c1CCCC2	3	i	i	i	0	i	i	i	i	-10	-1
12	CC(C)N1CCC(N2CCN(Cc3ccc4nonc4c3)CC2CCO)CC1 (configuration not stated)	5	i	i	i	0	i	i	i	i	-13	0
13	Brc1cc(Br)c2nc(-c3cccs3)ccc2c1	0	i	i	i	-1	i	i	i	i	-5	2
14	COC(=O)c1ccc(CNC(=O)CSC2=NCCS2)cc1	-3	i	i	i	-2	i	i	i	i	-4	4
15	N#Cc1c(SCC(=O)Nc2cccc(F)c2)sc2c(O)cc(=O)[nH]c12	2	i	i	i	0	i	i	i	i	-8	-1
16	CC(C)C(=O)Nc1nnc(S(=O)(=O)N2c3ccccc3CC2C)s1 (configuration not stated)	3	i	i	i	2	i	i	i	i	-5	-4
17	Cc1ccc(-n2c(SCC(N)=O)nc3c([nH]c4ccccc43)c2=O)cc1	-4	i	i	i	2	i	i	i	i	-4	1
18	COCCNC(=O)Cn1cnc2sc(C)c(S(=O)(=O)N3CCC(C)CC3)c2c1=O	1	i	i	i	-2	i	i	i	i	-9	1
19	CCOC(=O)c1c(C)oc2ccc(NS(=O)(=O)c3cccs3)cc12	8	i	i	i	-2	i	i	i	i	-1	-1
20	O=c1c2c(nc3nc(COc4ccccc4)[nH]n13)CCC2	-1	i	i	i	-1	i	i	i	i	-10	1
21	CCOc1ccccc1N(CC(=O)NCCSc1ccccn1)S(=O)(=O)c1ccc(C)cc1	-4	i	i	i	-3	i	i	i	i	-18	-2
22	Brc1cc2[nH]cnc2c2ccccc12	38	i	i	i	-2	i	i	i	i	-10	-9
23	Cc1ccc(C(=O)N2N=C3c4ccccc4S(=O)(=O)N3[C@H]2N(C)C)cc1	-5	i	i	i	-1	i	i	i	i	-7	-1
24	CC(=O)NNc1ncnc2c1cnn2-c1ccc(C)c(Cl)c1	1	i	i	i	8	i	i	i	i	-1	3
25	CC1=CC(C)(C)N(C(=O)CN2C(=O)CCC2=O)c2ccc(C)cc21	x	i	i	i	-1	i	i	i	i	-11	x
26	CN(CC(=O)Nc1ccc2c(c1)OCO2)S(=O)(=O)c1cccs1	-3	i	i	i	-2	i	i	i	i	-13	x
27	COc1ccc(-c2[nH]c(-c3ccc(F)cc3)nc2SCC(=O)NC2CCCC2)cc1	-2	i	i	i	-1	i	i	i	i	-14	0
28	O=C(O)CC1S/C(=N/N=C/c2ccc(-c3ccc(Cl)cc3[N+](=O)[O-])o2)NC1=O (configuration not stated)	15	i	i	i	x	i	i	i	i	-18	1
29	COc1ccc(C(=O)COC(=O)CCc2ccccc2)cc1	8	i	i	i	-2	i	i	i	i	-8	1
30	COc1cc(OC)c(OC)cc1/C=N/NC(=O)CC1C(=O)NN=C1C (configuration not stated)	0	i	i	i	0	i	i	i	i	-2	-1

Structures listed above shown as hits in KCNQ1 inh.
| # | SMILES | DYRK1A inh | KCNQ1 pot | PolyA inhibitor | RGS4 block | GSK3A inh | KCNQ1 inh | KCNK3 inh | KCNK9 inh | GSK3beta inhib |
| --- | --- | --- | --- | --- | --- | --- | --- | --- | --- | --- |
| 1 | O=C(NCCCc1ccccc1)c1cc(COc2ccc(F)cc2Cl)on1 | x | i | i | i | 0 | 6* | i | i | 1 |

Following part:
nr	Compound	DYRK1A inh	KCNQ1 pot	PolyA inhibitor	RGS4 block	GSK3A inh	RGS4 pot	KCNQ1 inh	KCNK3 inh	KCNK9 inh	hERG protect	GSK3beta inhib
31	COC1CCN(C(=O)c2ccc3oc(C(C)C)nc3c2)CC1	6	i	i	i	1	i	i	i	i	-6	0
32	NC(=O)C1CCN(C(=O)Cn2cccc2C(=O)c2ccccc2)CC1	5	i	i	i	0	i	i	i	i	-1	3
33	O=C(C1CCCN(S(=O)(=O)c2ccccc2[N+](=O)[O-])C1)N1CCCC1 (configuration not stated)	3	i	i	i	-3	i	i	i	i	-3	1
34	Cc1ccc(NC(=O)N2CCC(NC(=O)C(C)(C)C)CC2)cc1	-3	i	i	i	0	i	i	i	i	-6	-3
35	O=C(CN1CC(=O)Nc2ccccc21)NCCc1ccc(Cl)cc1Cl	-2	i	i	i	3	i	i	i	i	-5	-2
36	O=C(C1=C[C@H](C2CC2)C[C@H](OCc2ccc(CO)cc2)O1)N1CCOCC1	6	i	i	i	-2	i	i	i	i	-8	2
37	CC(=O)N1CCN=C1SCc1c(F)cccc1Cl	2	i	i	i	-2	i	i	i	i	-2	1
38	CCCNc1nc(OC(C(F)(F)F)C(F)(F)F)nc(OC(C(F)(F)F)C(F)(F)F)n1	-1	i	x	i	1	i	i	i	i	-2	0
39	Cc1ccc2c(ccc[n+]2CC(=O)c2ccccc2)c1	-4	i	i	i	0	i	i	i	i	-9	-2
40	Cc1ccc(C(=O)NN2C(=O)C3C(C2=O)C2C=CC3C23CC3)cc1 (configuration not stated)	10	i	i	i	-1	i	i	i	i	-7	1
41	Cc1csc(N(C)C(=O)CSc2nnc(COc3ccccc3C)o2)n1	4	i	i	i	-3	i	i	i	i	-4	3
42	O=C1NC(=S)S/C1=C/c1ccc(Oc2cnccn2)cc1	65*	i	i	i	-2	i	i	i	i	-6	2
43	Cc1cc(C(=O)CSc2nnnn2-c2ccc(O)cc2)c(C)n1Cc1ccc2c(c1)OCO2	-4	i	i	i	-4	i	i	i	-9.8*	-7	-2
44	c1ccc2c(c1)OCC(c1nn3c(Cn4nnc5ccccc54)nnc3s1)O2 (configuration not stated)	11	i	i	i	0	i	i	i	i	-5	1
45	O=C(NN=C1CCN(Cc2ccccc2)CC1)c1cc(Br)ccc1O	3	i	i	i	-3	i	i	i	i	-3	2
46	CNC(=O)CSc1nnc(-c2ccco2)n1-c1ccccc1OC	6	i	i	i	-1	i	i	i	i	-4	-4
47	COc1cc(C(=O)Nc2nc(-c3ccc(C)cc3)cs2)ccc1OCC(=O)N1CCOCC1	-58	i	i	i	-4	i	i	i	i	-7	2
48	CCC(=O)N1CCc2cc(Br)cc(S(=O)(=O)NCC3CCCO3)c21 (configuration not stated)	-5	i	i	i	-3	i	i	i	i	-7	-4
49	CCOC(=O)c1c(C)nc(C(Cl)(Cl)Cl)nc1N	x	i	i	i	-2	i	8*	i	i	-14	1
50	CCN1CCc2c(sc(NC(=O)c3ccc(S(=O)(=O)N4CCCC4)cc3)c2C(=O)NC)C1	0	i	i	i	0	i	i	i	i	-12	3
51	CCOc1ccc(-c2ccc(SCC(=O)NC3CCCCC3)nn2)cc1	2	i	i	i	0	i	i	i	i	-5	-1
52	O=C(CSc1nn(-c2ccccc2)c(=S)s1)NC(=O)NCc1ccco1	2	i	i	i	-1	i	i	i	i	-8	-1
53	Fc1cc(Cl)ccc1NC(=S)NCCN1CCOCC1	11	i	i	i	-6	i	i	i	i	-11	-2
54	CCOc1ccc(CCNC(=O)COC(=O)c2ccc(Br)o2)cc1OCC	1	i	i	i	-1	i	i	i	i	-10	0
55	Clc1ccc(-c2csc(Nc3cccnc3)n2)cc1	-1	i	i	i	1	i	i	i	i	-9	0
56	O=C(CSc1ccc(-c2cccnc2)nn1)c1ccc([N+](=O)[O-])cc1	3	i	x	i	-2	i	i	i	i	-9	1
57	O=C(CCc1ccccc1)Nc1ncc([N+](=O)[O-])s1	6	i	i	i	21	i	i	i	i	-1	3
58	CCCCn1nc2cc(C(=O)N[C@H](C)C3CCCCC3)ccc2c1OCC	-10	i	i	i	-4	i	i	i	i	-9	-1
59	COC(=O)c1ccc(C)c(NC(=O)C2COc3ccccc3O2)c1 (configuration not stated)	2	i	i	i	-1	i	i	i	i	-13	3
60	O=C(COC(=O)c1cc2ccccc2cc1O)Nc1cccnc1Cl	3	i	i	i	1	i	i	i	i	-6	4
61	O=C1CSC(c2ccc([N+](=O)[O-])cc2)N1CCN1CCCCC1 (configuration not stated)	3	i	i	i	-1	i	i	i	i	-4	0
